# Bioassay records as filed in PubChem BioAssay.
# MazF activator: activators of E. coli MazEF toxin-antitoxin RNase, primary screen, biochemical, fluorescence, uHTS; Endoribonuclease toxin MazF (Escherichia coli (strain K12)), P0AE70; FAM/BHQ RNA-DNA oligo cleavage fluorescence, 5 h; activation, % at 20 µM; 350,000 compounds, 0.32% hits; AID 504720, 2011; in the data active = activation above about 50%
# GDH-TPI counter: GDH-TPI coupling enzyme inhibitors, primary screen, artefact control for M. tuberculosis FBA inhibitor project, biochemical, absorbance, full deck; AID 588335, 2011; GDH-TPI coupled enzyme counterscreen, NADH absorbance; inhibition, % at 4.8 µM; 360,000 compounds, 1.2% hits; in the data active = inhibition above about 30%;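 note: 0% = DMSO wells and 100% = wells lacking the enzyme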
# BioA inh: M. tuberculosis BioA enzyme inhibitors, primary screen, biochemical, plate reader, single point, HTS | purified M. tuberculosis BioA enzyme | 7,8-diaminopelargonic acid synthase BioA (Mycobacterium tuberculosis) | inhibition, % at 9.99 µM | 360,000 compounds, 0.096% hits; in the data active = inhibition above about 40%
# DUSP3 inh: VHR1 phosphatase inhibitors, primary screen, biochemical, absorbance, uHTS; Dual specificity protein phosphatase 3 (Homo sapiens), P51452; inhibition, % at 13.3 µM; recombinant VHR phosphatase, pNPP absorbance; AID 1654, 2009; 290,000 compounds, 0.52% hits; in the data active = inhibition above about 50%; note: some compounds called inactive have numbers as strong as hits
# Target sequence (P51452 whole entry, looked up): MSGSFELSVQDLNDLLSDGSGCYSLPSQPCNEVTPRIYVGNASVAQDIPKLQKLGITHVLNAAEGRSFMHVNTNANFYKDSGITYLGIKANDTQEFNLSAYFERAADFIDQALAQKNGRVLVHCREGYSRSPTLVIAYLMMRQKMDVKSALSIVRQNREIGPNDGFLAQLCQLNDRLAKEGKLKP
# Rv3671c protease: Rv3671c serine protease inhibitors, primary screen, biochemical, fluorescence polarization, M. tuberculosis H37Rv. inhibition, % at 5.96 µM. AID 2606, 2010. P9WHR9. 320,000 compounds, 0.048% hits; in the data active = inhibition above about 38%;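 note: extracellular domain of Rv3671c used as enzyme; 0% = enzyme with DMSO and 100% = no enzyme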
# Target sequence (P9WHR9 whole entry, looked up, the tested form may be a part): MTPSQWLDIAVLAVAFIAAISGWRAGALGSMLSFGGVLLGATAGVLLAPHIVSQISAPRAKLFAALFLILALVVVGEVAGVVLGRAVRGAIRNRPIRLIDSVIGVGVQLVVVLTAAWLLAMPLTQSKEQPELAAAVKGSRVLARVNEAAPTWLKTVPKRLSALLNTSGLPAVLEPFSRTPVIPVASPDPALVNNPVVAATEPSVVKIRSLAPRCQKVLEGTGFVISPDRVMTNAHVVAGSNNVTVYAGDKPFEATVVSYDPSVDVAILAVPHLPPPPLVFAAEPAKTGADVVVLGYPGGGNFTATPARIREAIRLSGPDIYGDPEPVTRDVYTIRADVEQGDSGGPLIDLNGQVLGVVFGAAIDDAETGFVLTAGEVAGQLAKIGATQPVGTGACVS
# SARS 3CLpro inh: SARS-CoV 3CLpro protease inhibitors, primary screen, biochemical, quenched FRET; AID 1706, 2009; inhibition, % at 6 µM; recombinant SARS-CoV 3CLpro, quenched FRET peptide cleavage; 290,000 compounds, 0.14% hits; Replicase polyprotein 1ab (Severe acute respiratory syndrome coronavirus), P0C6X7; in the data active = inhibition above about 12%
# Vc quorum ag: inducers of Vibrio cholerae quorum light production without autoinducers, primary screen, BH1578 luxS cqsA deficient, single point; V. cholerae BH1578 lux reporter, luminescence, 6 h; activation, % at 18.7 µM; 350,000 compounds, 0.16% hits; AID 588436, 2011; in the data active = activation mostly above about 9.7%, no sharp cut-off; note: not every result past the cut was called active; inactives centre near 0; reference of the scale not given here
# Mtb FBA inh: Mtb FBA enzyme inhibitors, primary screen, biochemical, fluorescence, strain H37Rv; Fructose-bisphosphate aldolase (Mycobacterium tuberculosis (strain ATCC 25618 / H37Rv)), …; purified M. tuberculosis FBA, fluorescence read-out; inhibition, % at 1 µM; 360,000 compounds, 2.3% hits; AID 588726, 2011; in the data active = inhibition above about 27%;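 note: 0% = vehicle and 100% = reference inhibitor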
# SSB-PriA inh: inhibitors of Klebsiella pneumoniae PriA binding to SSB C-terminal tail, primary screen, biochemical, AlphaScreen; AlphaScreen SSBct-PriA binding, biotinylated peptide; inhibition, % at 33 µM; 430,000 compounds, 0.6% hits; AID 1272365, 2023; in the data active = inhibition mostly above about 37%, no sharp cut-off; inactive = mostly below about 20%;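 note: plate controls were negative control peptide for no effect and reference peptide for full effect; strong numbers were not always called active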
# Mtb UGM inh: M. tuberculosis UGM enzyme inhibitors, primary screen, biochemical, fluorescence polarization, single point. UDP-galactopyranose mutase (Mycobacterium tuberculosis (strain ATCC 25618 / H37Rv)), …. purified UGM, fluorescence polarization probe displacement. inhibition, % at 10 µM. 320,000 compounds, 0.06% hits. AID 504406, 2011; in the data active = inhibition above about 10%, passing the limit was not always enough
# Target sequence (P9WIQ1 whole entry, looked up): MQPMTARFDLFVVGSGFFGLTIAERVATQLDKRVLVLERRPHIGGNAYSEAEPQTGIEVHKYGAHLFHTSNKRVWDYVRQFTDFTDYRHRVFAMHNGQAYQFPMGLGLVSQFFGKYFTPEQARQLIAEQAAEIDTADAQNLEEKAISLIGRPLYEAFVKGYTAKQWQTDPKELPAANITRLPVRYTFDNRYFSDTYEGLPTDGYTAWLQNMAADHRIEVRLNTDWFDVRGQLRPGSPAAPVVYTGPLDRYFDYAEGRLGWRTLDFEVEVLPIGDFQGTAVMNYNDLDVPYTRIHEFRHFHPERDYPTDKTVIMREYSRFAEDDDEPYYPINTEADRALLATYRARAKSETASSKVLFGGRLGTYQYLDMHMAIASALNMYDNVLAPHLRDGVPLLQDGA
# Starred values were filed as active, the others as inactive; i = inactive; x = not tested or not shown; & = joins results of further samples. Not all compounds are listed, so the mix of outcomes need not match the whole.
SMILES,MazF activator,GDH-TPI counter,BioA inh,DUSP3 inh,Rv3671c protease,SARS 3CLpro inh,Vc quorum ag,Mtb FBA inh,SSB-PriA inh,Mtb UGM inh
Cc1cc(C)c2ccc3c(C)c(C)nc3c2[nH]1,-4,5,x,23,-4,5,-0.8,2,0,-1.0
O=C(COC(=O)[C@@H]1CCCN1C(=O)c1cccs1)NCCc1ccccc1,3,0,-0.8,-6,3,-3,0.1,27*,-9,-2.0
Cc1cccc(NC(=O)c2cnn(-c3ccc(F)cc3)c2C2CCNCC2)c1C,7,15,1.4,3,1,2,-0.3,0,5,-0.7
O=C(CNc1cccc([N+](=O)[O-])c1)NC(=O)NC1CCCCC1,6,-3,0.6,x,-3,x,i,-4,-4,2.2
CC(=O)c1cccc(NC(=S)N2CCN(S(=O)(=O)c3ccccc3)CC2)c1,0,-3,0.3,-5,x,-5,0.2,7,-7,-4.5
O=C(CN1C(=O)CC(c2ccccc2)=Nc2ccccc21)NCc1ccccc1,2,15,-0.4,4,-6,5,i,-2,0,-0.3
O=C(Nc1ccncc1)c1cccc(S(=O)(=O)N2CCN(c3ccc(F)cc3)CC2)c1,8,5,1.8,x,-17,x,-0.6,3,6,0.4
CCCN1CCC(C)(C(=O)Nc2ccccc2Oc2ccccc2)C1 (centres undefined),x,-6,0.0,x,x,x,i,-1,x,x
CCOC(=O)c1sc(NC(=O)COC(=O)CNC(=O)c2ccco2)c(C(=O)OCC)c1C,-10,1,x,-10,-3,-2,-0.3,3,4,-2.3
COc1ccc(NC(=O)CC(=O)Nc2ccc(OC)cc2OC)c(OC)c1,-8,-11,1.4,-5,-2,-5,-0.4,-3,-7,-2.5
O=C(NCc1cc2ccccc2[nH]1)C1CCC(=O)N(CCCN2CCCC2=O)C1 (centres undefined),10,5,-3.1,-4,-2,-4,-0.9,30*,11,3.5
CSCCC(NC(N)=O)C(=O)NCc1ccc(Cl)cc1 (centres undefined),-1,6,-0.8,23,2,-2,-0.3,1,-5,-2.4
CC(C)C(=O)Nc1ccc2c(c1)nc(CCN1CCN(c3ccccn3)CC1)n2C,8,6,-0.6,27,x,-2,-1.5,3,4,1.9
O=C(NC(CO)Cc1ccccc1)c1ccccc1 (centres undefined),1,-7,x,-11,-7,1,-0.5,0,2,0.2
COc1ccc(OC)c(NC(=O)CCc2nnc3ccc(N4CCC(C)CC4)nn23)c1,1,13,1.3,-7,5,4,i,0,6,1.7
Cc1cc2cc(C)c3nnc(SCC(=O)NCc4ccc5c(c4)OCO5)n3c2cc1C,0,1,0.3,27,-6,0,x,4,-6,0.5
COc1ccc(CC(=O)NCc2nnc(SCC(=O)Nc3ccc(OC)cc3)n2C)cc1,-1,1,x,6,0,2,-0.2,1,-11,-0.2
O=C(O)CC1CCCC(c2ccccc2)C1=O (centres undefined),6,4,-2.0,5,1,-3,-0.7,1,-1,0.7
CCS(=O)(=O)n1nc(-c2ccc(OC)cc2)nc1SC,-1,3,-0.2,-2,3,0,i,-1,-4,-1.7
COc1ccc(NS(=O)(=O)c2cccc(C(=O)N/N=C/c3ccccc3OC)c2)cc1,4,14,-0.7,x,x,x,0.9,0,x,x
CCCOc1cccc(C(=O)NC(=S)Nc2cccc(C(F)(F)F)c2)c1,-13,2,-0.4,23,-17,2,1.8,-2,-10,0.7
C=C(Cl)COc1ccc2c(CCCC)cc(=O)oc2c1,-6,2,x,-29,2,2,i,24,-34,-1.6
COc1ccc(CNS(=O)(=O)c2ccc(Br)s2)cc1,1,1,1.3,10,7,0,i,1,-10,-1.7
CCCCN(CC(=O)NCc1ccc(F)cc1)C(=O)c1ccco1,5,1,0.8,-8,0,-8,-0.2,0,-13,0.2
CCn1c(SCC(=O)N2CCCc3ccccc32)nnc1-c1c[nH]c2ccccc12,0,0,2.9,7,0,5,i,0,-2&6&8,-0.6
Cc1cc(C)c(C#N)c(SCc2nc3ccccc3[nH]2)n1,8,5,0.4,29,-6,-4,-0.5,18,-19,-1.0
C[C@@H]1CN([C@H](C)CO)C(=O)c2cc(NC(=O)Cc3ccccc3)ccc2O[C@H]1CN(C)Cc1ccc(Oc2ccccc2)cc1,-19,2,-1.4&-2.7,x,-10,x,0.1,-2,-3,-6.4
COc1cc(OC)cc(C(=O)OCC(=O)Nc2ccc(F)cc2F)c1,0,11,-0.7,22,-1,2,-0.2,-1,-2,-1.7
CCOc1ccc(CCNC(=O)CCNS(=O)(=O)c2ccc3c(c2)CCN3C(C)=O)cc1OCC,7,-7,1.9,10,6,-2,-0.4,2,4,0.1
Cn1cccc1/C=N/n1c(-c2ccc(C(C)(C)C)cc2)n[nH]c1=S,4,8,10,6,-1,-1,i,-5,x,-2.8
Oc1ccc(-c2nccs2)cc1,-20,18,-0.5,x,x,x,-2.9,47*,-5,x
O=S(=O)(c1ccc(F)cc1)N1CCCN(c2nccc(C(F)(F)F)n2)CC1,-20,10,0.7,-4,2,-3,i,1,-14,-0.7
O=C1C[C@@H]2c3c(cccc3CN1Cc1ccccc1)C[C@@H](O)[C@H]2O,2,3,1.3,x,x,x,i,0,-7,x
O=S(=O)(CCNCc1ccco1)NC1CCCCC1,6,4,-0.3,x,x,x,-0.4,0,-5,x
COc1ccc(NC(=O)C2(C)Cc3c(-c4ccc(C(N)=O)cc4)ccnc3O2)cc1OC (centres undefined),x,-6,38,x,x,x,-5.3,-3,x,x
COc1cccc(CC2(CO)CCCN(Cc3cn[nH]c3-c3ccc(F)cc3)C2)c1 (centres undefined),1,1,x,13,-1,4,i,1,-3,-3.8
CCOC(=O)NN1C(=O)c2ccccc2NC1c1ccc(N(C)C)cc1 (centres undefined),5,17,1.9,17,5,-1,-0.2,10,11,-1.2
CC(=O)N1N=C(c2ccc(Br)cc2)OC1(C)CC(=O)Nc1ccccc1 (centres undefined),-14,10,x,28,4,3,-0.4,10,-3,-1.7
O=C1[C@H]2[C@@H](C(=O)N1c1cc(Cl)cc(Cl)c1)[C@]1(C(=O)Nc3ccccc31)N1CCC[C@@H]21,1,-7,-0.5,18,-3,8,-0.4,0,6,-1.4
Cc1cc(Oc2cnn(C(C)(C)C)c(=O)c2Cl)cc(C(C)C)c1,-9,1,1.1,9,-8,-3,x,3,-30,1.5
CC(C)c1nnc(NC(=O)COc2ccc3ccccc3c2)s1,2,6,-0.3,14,-1,-2,-0.1,2,-5,0.5
COc1cc(C(=O)c2cocc2C(=O)c2ccc3c(c2)OCO3)cc(OC)c1OC,12,10,1.4,4,4,1,i,0,-6,0.3
Cc1ccc(S(=O)(=O)N2CCN(C(=O)COC(=O)COc3ccc(Cl)cc3)CC2)c(C)c1,-13,8,-0.5,x,x,x,i,6,-1,x
O=C(C1CCN(c2nnc(-n3cccc3)s2)CC1)N1CCN(c2cccc(C(F)(F)F)c2)CC1,3,-2,-0.7,26,5,-1,6.2,1,-2,-0.9
N#Cc1c(N2CCOCC2)nc(-c2ccco2)c2c1CCCC2,-3,16,-0.3,0,-8,2,i,37*,-16,0.3
O=C(CSc1ccc2ccccc2n1)N/N=C/c1ccccc1O,-1,16,-0.2,2,x,3,i,3,x,-1.2
COc1ccc(OC)c(-c2cc(C(=O)NCc3cccs3)no2)c1,-1,26,7.7,0,-10,5,-0.1,4,-29,2.0
Cc1ccccc1Nc1nc(N)nc(COC(=O)c2cccc(S(=O)(=O)NCc3ccccc3)c2)n1,-4,5,x,3,-1,4,-0.2,1,3,2.0
N#Cc1ccccc1NC(=O)CC1CCCCC1,2,-3,-0.3,10,1,1,i,-1,-6,1.2
Cc1cc(OC(C)C(=O)NCC(O)c2ccccc2)c2c(C)c(C)c(=O)oc2c1 (centres undefined),17,11,-0.5,32,5,-4,i,50*,7,1.4
Cn1nc(C(C)(C)C)cc1NC(=O)C1(C)CCN1C(=O)Cc1ccc(-c2ccccc2)cc1 (centres undefined),x,-4,-0.5,x,x,x,-0.4,-2,x,x
COC(=O)c1ccc(NC(=O)C2CCN(S(C)(=O)=O)CC2)cc1,-9,3,-1.9,-6,7,1,-0.4,2,-14,1.5
CN1CCc2c(sc(NC(=O)c3ccc([N+](=O)[O-])o3)c2C(N)=O)C1,22,9,0.6,-4,-2,-2,0.2,-8,10,3.3
Cn1cccc1CNC(=S)Nc1cc(F)cc(F)c1,5,6,x,16,0,1,-0.4,-2,0,1.0
COc1ccc(NC(=O)c2cc(-c3ccc(C)o3)nc3ccccc23)cc1,11,14,x,x,-3,x,-1.3,4,-10,-0.5
Cc1ccc(C(=O)c2ccccc2C(=O)OCC(=O)NC(C)(C)C)cc1,2,2,0.9,22,-3,3,i,0,-9,2.6
CCOC(=O)c1nn(-c2ccccc2C)c2nc(-c3ccc(C)cc3)c(C#N)c(=O)n12,-4,11,-0.1,0,-1,3,-0.6,4,-11,-0.4
CC1(C)Cc2noc(N)c2C(C)(C)N1OC(=O)c1ccco1,5,8,-1.2,31,0,-6,i,0,-7,-3.0
O=C(COC(=O)COc1ccccc1)Nc1ccc(Cl)cn1,5,1,-0.6,x,2,x,1.6,0,-9,-0.8
Cc1cc(=O)nc2c3ccccc3n(CC(=O)NCCCN3CCOCC3)n12,-1,6,-2.9,10,-4,3,-0.2,9,-14,1.0

# Next part
SMILES,MazF activator,GDH-TPI counter,BioA inh,DUSP3 inh,Rv3671c protease,SARS 3CLpro inh,Vc quorum ag,Mtb FBA inh,SSB-PriA inh,Mtb UGM inh
CCOc1ccccc1NC(=O)Cn1nnc(C(=O)NCc2cccs2)c1N,-16,7,0.5,4,5,6,i,-1,2,0.5
COC(=O)N(C)c1ccc(C(O)(C(=O)OC)C(F)(F)F)cc1 (centres undefined),4,7,-0.8,-2,-5,-3,i,-2,-20,0.0
O=C(NCCN1CCOCC1)c1cc(Br)ccc1Cl,-3,-7,-1.4,30,-11,-1,-1.0,1,6,2.8
CC(C)(C)c1ccc(CC(=O)N2CCC2(C)C(=O)NCc2ccc3c(c2)OCO3)cc1 (centres undefined),x,3,0.0,x,x,x,-4.0,-2,x,x
COc1ccccc1CN(Cc1cc2cc(C)ccc2[nH]c1=O)Cc1nnnn1CC1CCCO1 (centres undefined),1,13,-0.6,14,-4,-7,i,11,-7,2.5
Cc1ccc(-c2nc(C)sc2CC(=O)OCC(=O)Nc2ccc(F)c(Cl)c2)cc1,-1,2,-1.2,x,-19,x,i,-3,-12,1.7

# Record cards (already shown). Values in the order: MazF activator | GDH-TPI counter | BioA inh | DUSP3 inh | Rv3671c protease | SARS 3CLpro inh | Vc quorum ag | Mtb FBA inh | SSB-PriA inh | Mtb UGM inh
# `CCOc1ccccc1NC(=O)Cn1nnc(C(=O)NCc2cccs2)c1N` across the screens: -16 | 7 | 0.5 | 4 | 5 | 6 | i | -1 | 2 | 0.5
# `COc1ccccc1CN(Cc1cc2cc(C)ccc2[nH]c1=O)Cc1nnnn1CC1CCCO1` (centres undefined) across the screens: 1 | 13 | -0.6 | 14 | -4 | -7 | i | 11 | -7 | 2.5
# `O=C(NCCN1CCOCC1)c1cc(Br)ccc1Cl` across the screens: -3 | -7 | -1.4 | 30 | -11 | -1 | -1.0 | 1 | 6 | 2.8
# `Cc1ccc(-c2nc(C)sc2CC(=O)OCC(=O)Nc2ccc(F)c(Cl)c2)cc1` across the screens: -1 | 2 | -1.2 | x | -19 | x | i | -3 | -12 | 1.7
